Compound activity: PubChem BioAssay, several laboratories
MC4R barr agon = agonists of human melanocortin 4 receptor (MC4R) beta-arrestin; P32245; U2OS MC4R beta-arrestin complementation, luminescence; percent of melanotan II response, DMSO zero; activation, % at 8.9 µM; 0.98% of 360,000 active; AID 540308;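 active means activation above a per-plate cutoff, the mean activation of sample wells on that plate plus 3 SD, cut at about 8% in these data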
Target sequence (P32245 whole entry, looked up): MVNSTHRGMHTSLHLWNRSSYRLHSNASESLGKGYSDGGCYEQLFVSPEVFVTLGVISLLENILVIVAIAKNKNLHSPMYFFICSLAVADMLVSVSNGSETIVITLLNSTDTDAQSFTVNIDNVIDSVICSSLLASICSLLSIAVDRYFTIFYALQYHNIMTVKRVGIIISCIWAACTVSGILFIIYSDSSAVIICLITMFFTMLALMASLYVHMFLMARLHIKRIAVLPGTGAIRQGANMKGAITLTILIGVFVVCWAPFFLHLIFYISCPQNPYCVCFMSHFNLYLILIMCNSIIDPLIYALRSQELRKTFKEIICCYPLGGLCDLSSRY
MC4R antagonist = antagonists of human melanocortin 4 receptor (MC4R) | inhibition, % at 6.5 µM | 0.48% of 360,000 active | MC4R-expressing cells, MTII-stimulated cAMP, LANCE TR-FRET | P32245;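 active means inhibition above its plate's cutoff, the mean of tested wells on that plate plus 3 SD, cut at about 29% in these data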;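 further: 0% = Melanotan II alone and 100% = Melanotan II plus saturating MCL0020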
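Material: U2OS-MC4R stable cell line | Reagent: Melanotan II challenge after compound preincubation | Doses: One concentration, 6.5 µM nominal | Incubation: 30-min compound preincubation, 1-h Melanotan II challenge, 1-h detection, room temperature | Signal: TR-FRET cAMP assay | Replicates: One well per compound, no replicates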
ABCB6 inh MLPCN = blocks the human ABCB6 transporter; K562-ABCB6 porphyrin accumulation, flow cytometry, 1 h; hits give low values; fluorescence ratio to DMSO, % at 10 µM; 0.19% of 360,000 active; AID 602162;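 active means fluorescence ratio to DMSO below 75%, the collection mean minus 3 SD; inconclusive means too few cells collected in the well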;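 further: signal is porphyrin accumulated inside mitochondria; 100% equals median channel fluorescence of DMSO control wells; lower ratio means ABCB6 inhibition with less porphyrin fluorescence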
Glyco luc inh = N-linked glycosylation inhibition; D54 ERlucT glycosylation luciferase reporter, 24 h; percent of 100 nM tunicamycin response; reporter increase, % at 12.5 µM; 0.23% of 360,000 active; AID 588692;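 active means mean luciferase reporter signal, scaled so untreated is 0 and the glycosylation-blocking control 100, at or above a set limit in every replicate; inconclusive means mean reaches the limit but not every replicate does; inactive means mean below the limit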;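 further: luciferase carries N-glycosylation sites so blocking glycosylation raises the light; 0% = median of neutral control wells and 100% = median of 100 nM tunicamycin wells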
Cardio protect = modulators protecting cardiomyocytes from myocardial damage | protection from H2O2 cell death, % at 20 µM | H9c2 cardiomyocytes, H2O2 injury protection, ATPLite, 2 h | 0.63% of 360,000 active;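 active means compounds giving at least 50% protection of heart cells from peroxide-induced death in the single-dose screen, raw or plate-pattern-corrected value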;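 further: 0% = DMSO wells with peroxide and 100% = DMSO wells without peroxide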
aDG glyco up = increases alpha dystroglycan glycosylation; Pro5-aDG cells, alpha-DG glycosylation AlphaScreen (IIH6); 0% Pro5, 100% B10-LARGE cell signal; activation, % at 10 µM; 0.22% of 360,000 active;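 active means activation of at least 8% versus controls, or a plate z-score of at least 8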;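 further: Pro5 are CHO cells carrying HIG-tagged alpha-DG that lacks glycosylation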
ABHD5-PLIN5 inh = inhibitors of human ABHD5-perilipin-5 interaction; AID 602281; 0.78% of 360,000 active; Split G. princeps luciferase complementation, luminescence, 4 h; Q00G26+Q8WTS1; inhibition, % at 4 µM;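 active means inhibition above the mean inhibition across every tested compound plus 3 SD, cut at about 22% in these data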;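 further: 0% = DMSO only wells and the 100% control is not disclosed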
HTR2A ag = activates the mouse 5-HT2A serotonin receptor; P35363; CHO-K1 mHTR2A beta-arrestin complementation, luminescence; percent of 30 µM serotonin response; activation, % at 7.6 µM; 0.66% of 360,000 active;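 active means activation above a run cutoff, the mean activation of all tested compounds plus 3 SD, cut at about 14% in these data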;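 further: 0% = plate median of compound wells and 100% = 30 µM serotonin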
Target sequence (P35363 whole entry, looked up): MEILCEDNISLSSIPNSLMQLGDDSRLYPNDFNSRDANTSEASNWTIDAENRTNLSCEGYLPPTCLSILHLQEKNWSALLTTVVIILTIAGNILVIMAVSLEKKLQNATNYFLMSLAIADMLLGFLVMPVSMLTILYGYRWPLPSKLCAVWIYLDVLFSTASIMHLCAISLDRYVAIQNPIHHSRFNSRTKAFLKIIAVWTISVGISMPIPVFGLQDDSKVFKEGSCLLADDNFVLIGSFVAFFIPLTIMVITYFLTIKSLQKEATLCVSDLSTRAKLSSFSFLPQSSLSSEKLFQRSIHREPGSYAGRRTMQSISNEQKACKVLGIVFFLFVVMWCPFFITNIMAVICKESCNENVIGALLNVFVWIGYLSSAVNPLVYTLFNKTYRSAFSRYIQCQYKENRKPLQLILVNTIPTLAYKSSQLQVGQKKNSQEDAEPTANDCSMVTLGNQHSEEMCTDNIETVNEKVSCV
iPSC survival up = increases survival of single human iPS cells | hiPSC single-cell survival, ATPlite luminescence; 100% = ROCK inhibitor wells, 0% = DMSO | survival enhancement, % at 20 µM | 0.044% of 360,000 active | AID 602274; in the data active means survival enhancement above about 18%;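 further: cells exposed to compounds for 16 hours before the ATP read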
Granule exo inh = lytic granule exocytosis inhibition | TALL-104 LAMP-1 surface exposure, flow cytometry; cells stimulated with thapsigargin and PMA | inhibition, % at 10 µM | 0.66% of 360,000 active | AID 651702;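 active means inhibition above about 55%, limit read from the data; inconclusive means no clear call, values can overlap the other calls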
The depositor's hits bear a star; ? = inconclusive; . = no result given. Random draw from the library, and some 4.5% of all compounds hit somewhere here.

SMILES	MC4R barr agon	MC4R antagonist	ABCB6 inh MLPCN	Glyco luc inh	Cardio protect	aDG glyco up	ABHD5-PLIN5 inh	HTR2A ag	iPSC survival up	Granule exo inh
CCN(CC)S(=O)(=O)c1ccc(N/N=C/c2cc(OC)c(OC)cc2OC)nc1	-1.4	6	101	-4	3	-0.2	4	-1	5.7	1
COc1ccc(NC(=O)Cn2cnc3sc(C)c(S(=O)(=O)N4CCOCC4)c3c2=O)c(OC)c1	1.7	7	103	1	6	-0.3	3	3	-1.7	0
Cc1ccc(S(=O)(=O)N(C)c2ccc(OCC(=O)O)cc2)cc1	1.9	12	89	1	8	0.2	1	5	1.6	0
CCC(C)(C(=O)Nc1ccccc1C)N(C(=O)CNC(C)=O)c1ccc(C)cc1 (stereo not drawn)	-1.4	5	98	2	2	0.0	-3	-4	0.3	-1
O=C(O)CSCC(=O)N1CCc2c([nH]c3ccccc23)C1C(F)(F)F (stereo not drawn)	-0.9	4	102	1	2	0.0	7	3	-0.5	-15
Cc1cc(/C=C2/C(=O)N(C)C(=S)N2C)ccc1N1CCCC1	-1.7	13	444	-8	-3	-0.3	-1	-4	0.4	-3
COc1cc2cc3c(N)c(C(=O)Nc4sc(C)c(C)c4C#N)sc3nc2cc1OC	3.5	-8	111	7	21	-0.1	-6	6	-0.6	3
CC1(C)NC(=O)N(CC(O)CN2C(=O)CCC2=O)C1=O (stereo not drawn)	-0.7	0	97	-1	-3	-0.1	-4	0	3.8	-4
CCOCCCNC(=O)C(NC(=O)c1ccc(NC(C)=O)cc1)c1ccc(C)cc1 (stereo not drawn)	0.5	3	101	0	0	-0.5	1	0	-0.6	-2
COc1ccc(-n2cnc3c(sc4nccc(N(C)C)c43)c2=O)cc1	-1.2	10	93	-7	2	0.1	1	0	-1.0	-1
CCOC(=O)C1(CCOc2ccccc2)CCN(C(=O)c2cncs2)CC1	-1.5	-2	103	2	5	0.1	-1	-2	-0.4	-1
COCC(=O)NC(c1ccccc1)c1ccccc1	-0.8	4	95	0	-1	-0.1	-2	1	3.0	0
CCn1c(/C=C/c2ccccc2)nc2ccccc2c1=O	1.5	0	97	3	6	0.2	6	0	-0.8	-4
Cc1nc(Cl)c(C(=O)NCCC(C)C)c(C)c1[N+](=O)[O-]	-0.6	0	102	3	7	0.1	4	4	-1.7	0
Nc1cc(N)nc(SCc2nnnn2-c2ccc(Cl)cc2)n1	-2.2	-3	93	2	2	-0.2	-6	-3	-0.1	0
CN(Cc1ccccc1)C(=O)c1nc2ccccn2c1CNCCn1cccn1	-2.3	8	97	3	2	-0.2	3	-3	0.7	-4
C=CCn1c(COc2cccc(C)c2)nnc1SCC(=O)c1c(N)n(C)c(=O)n(C)c1=O	0.8	11	98	1	0	-0.1	5	2	-0.1	-2
CCN(CC)S(=O)(=O)c1ccc(C(=O)Nc2ccc3c(c2)OCO3)cc1	-0.1	5	104	1	0	-0.4	-1	-4	5.9	-2
N#CC1(NC(=O)COC(=O)CN2C(=O)c3ccccc3C2=O)CCCCC1	0.5	11	99	1	4	0.0	2	-4	0.2	-3
O=C(NC(=S)Nc1ccccc1N1CCCC1)c1cccs1	-1.8	4	94	0	5	-0.1	-11	-3	-0.4	-6
c1coc(-c2nc3c([nH]2)CCc2nonc2-3)c1	0.2	8	96	0	8	-0.2	4	0	-0.6	-1
COc1cc(C(=O)NC(=S)Nc2ccc3[nH]c(=O)[nH]c3c2)cc(OC)c1OC	-2.0	11	93	2	7	-0.1	3	-9	0.8	-8
COc1ccc2c(c1)C(C)CC(C)(C)N2C(=O)CSc1nc2ccccc2s1 (stereo not drawn)	-1.1	11	90	-3	-29	-0.1	-8	-4	0.3	15
COc1ccc(C(=O)N/C(=C\c2ccc3c(c2)OCO3)C(=O)Nc2cccc(C(=O)O)c2)cc1	0.1	0	89	0	0	-0.1	5	0	-0.4	4
COc1ccc(NC(=O)c2cnc(SC)nc2)cc1	0.0	-8	105	?	1	0.0	0	0	-0.4	0
Cc1cnc(-c2nc3ccccc3n2C(C(=O)NC(C)(C)C)c2cc3ccccc3o2)cn1 (stereo not drawn)	.	.	.	.	.	-0.1	-6	-3	.	-2
Cc1ccc2cc(CN(CC(C)C)S(=O)(=O)c3cccc4nonc34)c(=O)[nH]c2c1	-1.5	1	107	-2	-4	0.1	-5	0	-0.2	10
C/C(=N\NC(=O)c1ccncc1)c1cccc(NC(=O)c2ccc(Cl)s2)c1	-2.9	9	97	-2	3	0.2	3	-5	-0.1	3
COCCNc1nc(NCc2ccc(C(C)C)cc2)c2sccc2n1	0.1	5	96	-5	-26	7.3*	8	-4	1.0	29
CNC(=O)Cc1csc2ccc(C)cc12	-2.9	-1	102	1	5	0.1	-3	-2	-0.6	-4
COc1cc(C(=O)N2CCN(Cc3ccccc3C(F)(F)F)CC2)cc(OC)c1OC	0.6	5	100	0	-2	0.4	3	-1	8.1	-3
CC(C)(C)n1nc2c(c1NC(=O)c1cccc(Cl)c1)CS(=O)(=O)C2	-3.9	4	100	0	5	0.2	-1	0	-0.5	2
O=C(NCCCNC(=O)c1cc(Cl)ccc1Cl)c1cnccn1	0.4	5	99	0	-4	0.0	-4	3	0.1	-9
CC(=O)Nc1nnc(Cc2ccccc2)s1	-2.3	-3	100	0	11	-0.1	-4	-2	1.9	-3
COc1ccc(C2=Nn3c(nnc3-c3ccccc3Cl)SC2)cc1OCC1CC1	0.1	-45	102	16	-4	-0.1	-9	-7	-0.5	1
CCc1nc2ccc(C(=O)NCCCN3CCCC3=O)cn2c1N(C)C(=O)Nc1ccccc1OC	2.5	7	97	1	-10	-0.1	2	-1	1.4	1
CC(C)OCCCNC(=O)C1CCC(CNS(=O)(=O)c2cccc3nsnc23)CC1 (stereo not drawn)	-2.2	4	97	0	0	-0.2	-5	-3	4.4	19
CCCCCn1c(=O)[nH]c2cc(C(=O)NCCN3C(C)CCCC3C)ccc2c1=O (stereo not drawn)	-0.8	15	105	0	-2	0.0	3	-6	-0.5	-12
Cc1cccc(C)c1NC(=O)CN(C)C(=O)c1cc(S(=O)(=O)N2CCOCC2)ccc1N1CCCC1	0.0	1	101	2	-1	0.2	4	2	1.7	-3
CCOc1cc(C(=O)OCC(=O)Nc2ccc(Cl)cn2)ccc1OCC(=O)N1CCOCC1	-1.9	5	98	2	4	-0.2	-5	-4	-1.5	-1

In a second layout: entries from further up
Results follow in this order: MC4R barr agon	MC4R antagonist	ABCB6 inh MLPCN	Glyco luc inh	Cardio protect	aDG glyco up	ABHD5-PLIN5 inh	HTR2A ag	iPSC survival up	Granule exo inh
> CNC(=O)Cc1csc2ccc(C)cc12
    -2.9	-1	102	1	5	0.1	-3	-2	-0.6	-4
> COc1cc(C(=O)N2CCN(Cc3ccccc3C(F)(F)F)CC2)cc(OC)c1OC
    0.6	5	100	0	-2	0.4	3	-1	8.1	-3

(cont.)
SMILES	MC4R barr agon	MC4R antagonist	ABCB6 inh MLPCN	Glyco luc inh	Cardio protect	aDG glyco up	ABHD5-PLIN5 inh	HTR2A ag	iPSC survival up	Granule exo inh
Cc1ccc(-c2nnn(CC(=O)N(CC(=O)NC(C)C)c3cnc4ccccc4c3)n2)o1	-0.8	-2	94	-1	-2	0.0	8	2	-0.9	10
Cc1ccc(S(=O)(=O)N2CCCCC2C(=O)Nc2ccc(N(C)C)cc2)cc1 (stereo not drawn)	1.2	7	91	-1	-5	-0.1	-4	-6	4.8	-2
COc1ccc(-c2csc(NC(=S)NC(=O)c3ccc(S(=O)(=O)N(C)C)cc3)n2)cc1OC	-1.6	-1	102	.	15	-0.4	5	4	-0.1	9
N#Cc1ccc(CSc2nnc(NC(=O)c3ccc4ncsc4c3)s2)cc1	-1.1	15	120	-2	-3	1.0	3	-2	-1.2	-3
N#C/C(=N\Nc1ccccc1Cl)C(=O)c1ccccc1	-1.6	0	95	2	-9	-0.2	4	0	-2.4	3
Cn1c(O)c(C=Nc2ccc(Br)cc2)sc1=O	2.0	-8	106	-1	-4	0.2	-9	4	0.4	2
N#CCCN1CCN(CCC#N)CC1	0.8	7	101	3	3	-0.2	0	2	-0.8	3
O=c1c(Cl)c(NCc2ccc(F)cc2Cl)cnn1C12CC3CC(CC(C3)C1)C2	-0.4	2	95	3	-5	0.4	1	2	-0.7	1
O=C(NCc1ccccc1)C(c1ccncc1)n1c(=O)c(-c2ccco2)nc2ccccc21 (stereo not drawn)	.	.	.	.	.	-0.2	36*	3	.	-7
Cc1ccc2occ(/C=N/NC(=O)c3ccc(O)cc3)c(=O)c2c1	-4.5	14	95	-6	-3	-0.1	-3	1	-0.2	9
COC(=O)c1ccc(/C=N/NC(=O)CC(=O)NCc2cccnc2)cc1	-1.7	11	108	2	1	-0.2	5	2	2.0	-1
COc1cc(C(F)(F)F)c(C(=O)NCc2cccc(Cl)c2)cn1	-1.3	2	95	-2	1	0.1	2	4	-0.1	-7
C/C(CCc1ccc2c(c1)OCO2)=N\N=C1\NC(=O)CC(C(=O)Nc2ccccc2F)S1 (stereo not drawn)	-1.9	-4	95	-2	6	0.1	4	-3	0.8	-3
N#Cc1ccc(C23CC4(C2)[C@H](CN(Cc2ccc(C(F)(F)F)cc2)[C@@H]4c2ccccc2)C3c2ccccc2)cc1 (stereo partly drawn)	0.4	8	87	-10	0	-0.2	-1	3	-3.4	-2
CCC(=O)C1CCCN(C(=O)CCc2nnc(C3(c4ccc(Cl)cc4)CCC3)o2)C1 (stereo not drawn)	1.5	-7	102	0	3	0.0	-1	0	-0.2	-6
O=C1CC2(CCN(C(=O)c3ccccc3[N+](=O)[O-])CC2)Oc2ccccc21	-2.6	7	106	-5	2	-0.1	9	8	-0.3	-1
CCn1ncc(Br)c1C(=O)Nc1ccc(C(C)C)cc1	5.7	8	103	-4	-7	0.0	-13	6	0.5	-9
Clc1ccc2nc(-c3ccccn3)c(Nc3ccc4c(c3)OCO4)n2c1	0.8	-5	101	1	-1	1.2	1	0	-2.0	0
Cn1c(=O)[nH]c(=O)c2c1nc(CN1CCN(c3cccc(Cl)c3)CC1)n2CCc1ccccc1	2.3	9	99	3	-1	0.7	5	-7	4.8	-1
Cc1c(CC(=O)O)c(=O)oc2cc3c(cc12)CCC(C)(C)O3	0.1	9	97	1	7	-0.1	3	10	-0.5	1
C[C@H](NS(=O)(=O)OCC(Cl)(Cl)Cl)C1CC1c1ccccc1 (stereo partly drawn)	7.8	-4	92	1	-6	0.0	-7	14	-2.1	-4
CC(Oc1ccccc1)C(=O)NC1CCN(Cc2ccccc2)CC1 (stereo not drawn)	0.3	20	104	2	1	-0.1	-1	-2	2.9	7
CSCCC(NC(N)=O)C(=O)NCc1cccc(Cl)c1 (stereo not drawn)	-1.0	-2	81	2	-5	0.1	3	4	-0.2	-1
COc1ccc(/C=N/N2CCN(Cc3ccc(C)cc3)CC2)cc1Br	1.1	4	93	1	-6	-0.1	-12	0	-0.1	-2
CCOC(=O)C1(S(=O)(=O)c2ccc(Cl)cc2)CCN(Cc2ccccc2)CC1	-1.0	11	103	-6	-1	0.1	-3	-4	0.0	-6
